Source: PubChem (several laboratories)
HPDE-C7 cytotoxicity – cytotoxicity in HPDE-C7 cells, cell-based, fluorescence, HTS (AID 430) | HPDE-C7 pancreatic duct cells viability, fluorescence; higher % means a stronger effect | 63,000 tested, 1.8% active | cytotoxicity, % at 10 µM; hits with a dose series show EC50 in µM;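 further: cells exposed to compound for 48 hours before viability readout; 0% = vehicle and 100% = reference cytotoxic drug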
Spn PMK inh – S. pneumoniae PMK inhibitors, primary screen, biochemical, mevalonate pathway, pilot trial included | 65,000 tested, 0.49% active | AID 539, 2006 | inhibition, % at 10 µM | purified PMK, PK/LDH-coupled NADH absorbance 340 nm | phosphomevalonate kinase (Streptococcus pneumoniae D39);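 active means top-ranked compounds by inhibition in the single 10 µM screen, taking a fixed number of the strongest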;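 further: 0% = full reaction with DMSO carrier and 100% = background rate without enzyme reaction; no value below 0 was filed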
HPDE-C7K KRASV12 – cytotoxicity in KRAS-transformed pancreatic duct cells, primary screen, cell-based, fluorescence, HTS (AID 431); HPDE-C7K KRASV12 cells, Alamar Blue viability, 48 h; higher % means a stronger effect; cytotoxicity, % at 10 µM, or EC50 in µM where a hit was titrated; 63,000 tested, 1.7% active;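 active means compounds whose percent cytotoxicity in the single-dose primary screen, scaled between solvent and toxic-drug controls, exceeds 50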;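 further: 0% = DMSO solvent wells and 100% = doxorubicin-treated wells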
TNAP inhibition – human TNAP enzyme inhibitors, biochemical, luminescent (AID 518) | Alkaline phosphatase, tissue-nonspecific isozyme (Homo sapiens) | purified TNAP enzyme, luminescent substrate readout; higher % means a stronger effect | one-dose inhibition, % at 20 µM; IC50 in µM for titrated hits | 64,000 tested, 0.09% active; in the data active means a potency from the dose series; inactive means the rest, 99 in 100 with inhibition below about 22%;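 further: plate controls were vehicle for no effect and reference inhibitor for full effect; many of its hits are not listed in these tables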
HT1080 cytotoxicity – cytotoxicity in HT1080 fibrosarcoma cells, cell-based, fluorescence readout (AID 620); HT1080 viability, fluorescence; higher % means a stronger effect; one-dose cytotoxicity, % at 10 µM; EC50 in µM for titrated hits; 87,000 tested, 0.42% active;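 further: cells exposed to compound overnight then 4 h with Alamar Blue; 0% = vehicle DMSO and 100% = killing control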
LYP inhibition – LYP phosphatase inhibitors, primary screen, biochemical, DiFMUP fluorescence, recombinant catalytic domain, 10 µM (AID 606); Tyrosine-protein phosphatase non-receptor type 22 (Homo sapiens); recombinant LYP catalytic domain, DiFMUP fluorescence; higher % means a stronger effect; inhibition, % at 10 µM; hits with a dose series show IC50 in µM; 52,000 tested, under 10 active;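 active means IC50 under 40 µM in the dose-response test; inactive means IC50 of 40 µM or more, or never dose-tested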
MK inhibit – S. pneumoniae MK inhibitors, primary screen, biochemical, PK/LDH-coupled NADH absorbance | mevalonate kinase [Streptococcus pneumoniae D39] | 65,000 tested, 0.48% active | inhibition, % at 10 µM | purified MK, PK/LDH-coupled NADH absorbance 340 nm;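 active means ranked among the strongest by inhibition in the single 10 µM screen, a fixed top-ranked set picked for dose follow-up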; further: no value below 0 was filed
Spn DPM-DC inh – S. pneumoniae DPM-DC inhibitors, primary screen, biochemical, PK/LDH-coupled NADH fluorescence; purified DPM-DC; diphosphomevalonate decarboxylase (Streptococcus pneumoniae D39); calls only at 10 µM; 65,000 tested, 0.49% active; AID 556, 2006;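 active means the 320 compounds with the highest percent inhibition in the single-dose primary screen, excluding strongly autofluorescent ones, cut at about 32% in these data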;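 further: kinetic rate of NADH fluorescence loss reporting ADP formed by the decarboxylase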
Bfl-1 inhibitors – Bfl-1 inhibitors, primary screen, biochemical, fluorescence polarization, FITC-Bid, mouse (AID 432). Bcl-2-related protein A1 (Mus musculus). FITC-Bid BH3 peptide fluorescence polarization displacement; higher % means a stronger effect. displacement, % at 20 µM, or IC50 in µM where a hit was titrated. 64,000 tested, 0.02% active; in the data active means a potency from the dose series; inactive means the rest, 99 in 100 with displacement below about 15%; further: strong numbers were not always called active
Spn PMK inh pilot replicates – further read-out of Spn PMK inh, marked with its call; inhibition, %; measured here: pilot screen replicates
MK inhibit pilot replicates – second read-out of MK inhibit, no call of its own (marks repeat the call); inhibition, %; measured here: pilot screen replicates
Spn DPM-DC inh pilot screen % – also measured in Spn DPM-DC inh; calls as there; inhibition, %; measured here: pilot screen trials
Active calls of the source: *; i = inactive; . = not tested or not shown. Unless noted, no stated cut-off is given here; in the data, active means cytotoxicity above about 50%; inactive means the rest.

SMILES	HPDE-C7 cytotoxicity	Spn PMK inh	HPDE-C7K KRASV12	TNAP inhibition	HT1080 cytotoxicity	LYP inhibition	MK inhibit	Spn DPM-DC inh	Bfl-1 inhibitors	others
Cc1ccc(O)c(NC(=O)c2cccc(S(=O)(=O)N3CCCCC3)c2)c1	8.7%	0.0	-4.7%	5.1%	6.3%	-2.0%	5.0	i	0.9%
COCCn1nnnc1C(c1ccccc1OC)N1CCN(c2ccccc2F)CC1 (stereo not drawn)	1.4%	19.0	-14.1%	9.0%	25.3%	-5.7%	0.0	i	-1.5%
CCC(c1nnc(SCC(=O)N2CC3(C)CC2CC(C)(C)C3)o1)N(C)C (stereo not drawn)	-4.2%	18.0	5.5%	5.7%	-3.0%	1.4%	6.0	i	5.8%
CC(=O)n1c2ccccc2c2c1c1ccccc1n2C	0.5%	12.0	-3.9%	6.9%	22.8%	.	2.0	.	0.7%
Cc1cc(NC(=O)CNC(=O)C2CCCCC2)no1	-3.4%	13.0	-0.4%	1.8%	0.2%	-2.5%	6.0	i	-4.8%
CCN(CC)C(=O)COc1ccc(Br)cc1Cl	-8.2%	0.0	-5.2%	5.8%	0.1%	.	3.0	i	7.8%
Cc1nc2ccccn2c1P(=Nc1ccccc1)(N(C)C)N(C)C	-9.8%	21.0	-3.6%	11.0%	6.0%	.	0.0	i	-6.7%
COc1ccc(-c2cc(C(F)(F)F)n3nc(C(=O)Nc4cc(C)on4)cc3n2)cc1OC	8.2%	2.0	8.1%	-2.1%	8.5%	12.2%	0.0	.	-0.9%
COc1ccc(-c2cn3c(C)c(C(=O)N4CCN(c5ccc(OC)cc5)CC4)sc3n2)cc1	8.7%	15.0	10.5%	3.0%	6.4%	5.6%	2.0	i	-6.6%
Nc1nonc1-n1nnc(C(=O)O)c1-c1cccs1	-17.9%	0.0	-16.0%	5.8%	3.4%	17.0%	8.0	i	-1.5%
COCc1nnc(NS(=O)(=O)c2ccc(Br)cc2)s1	12.6%	4.0	9.8%	4.1%	0.3%	8.1%	3.0	i	-1.9%	Spn PMK inh pilot replicates=1.0;MK inhibit pilot replicates=3.5;Spn DPM-DC inh pilot screen %=4.0
CCn1cc(S(=O)(=O)CC(=O)Nc2cc(C)ccc2C)c2ccccc21	-3.3%	9.0	7.0%	3.6%	3.6%	2.9%	4.0	i	-7.9%
CCCn1c(O)c(CN2CCCCC2)c(C)c(C#N)c1=O	-8.3%	9.0	-12.2%	6.8%	-3.1%	8.6%	0.0	i	2.7%
Cc1ccc(N2C(N)=C(C#N)C(c3cccnc3)C3=C2CCCC3=O)cc1 (stereo not drawn)	4.9%	9.0	3.4%	6.6%	8.6%	18.4%	9.0	i	-1.9%
Cc1cc(NC(=O)c2cc(C)on2)no1	-16.4%	9.0	-3.0%	12.9%	1.8%	12.8%	8.0	i	-3.0%
CCCOc1ccc(C2c3c(oc4cc(C)c(C)cc4c3=O)C(=O)N2CCCN2CCOCC2)cc1 (stereo not drawn)	-2.1%	0.0	-7.2%	-3.1%	-2.1%	6.8%	6.0	i	2.8%
Cc1cc(C(F)(F)F)nc(SCC(=O)Nc2ccccc2)n1	-8.1%	4.0	-3.9%	0.2%	5.5%	0.2%	2.0	i	-8.0%
O=C(CN1CCN(S(=O)(=O)c2cc(Cl)ccc2Cl)CC1)Nc1ccc2c(c1)OCCO2	0.6%	11.0	2.0%	12.0%	2.0%	4.2%	0.0	i	-1.7%
CC(SCc1ccccc1)C(=O)NC1CCCC1 (stereo not drawn)	-5.3%	6.0	-21.8%	9.1%	-2.3%	8.1%	0.0	i	-4.9%
O=c1n(-c2cccc(Cl)c2)c(=O)n2n1CCC2	0.8%	9.0	-10.8%	4.7%	0.9%	6.6%	5.0	i	5.1%

Structural class: those above with a CF3 group
SMILES	HPDE-C7 cytotoxicity	Spn PMK inh	HPDE-C7K KRASV12	TNAP inhibition	HT1080 cytotoxicity	LYP inhibition	MK inhibit	Spn DPM-DC inh	Bfl-1 inhibitors	others
COc1ccc(-c2cc(C(F)(F)F)n3nc(C(=O)Nc4cc(C)on4)cc3n2)cc1OC	8.2%	2.0	8.1%	-2.1%	8.5%	12.2%	0.0	.	-0.9%
Cc1cc(C(F)(F)F)nc(SCC(=O)Nc2ccccc2)n1	-8.1%	4.0	-3.9%	0.2%	5.5%	0.2%	2.0	i	-8.0%

Filtered by structure: the compounds so far containing an aryl thioether with sulfur outside any ring.
SMILES	HPDE-C7 cytotoxicity	Spn PMK inh	HPDE-C7K KRASV12	TNAP inhibition	HT1080 cytotoxicity	LYP inhibition	MK inhibit	Spn DPM-DC inh	Bfl-1 inhibitors	others
CCC(c1nnc(SCC(=O)N2CC3(C)CC2CC(C)(C)C3)o1)N(C)C (stereo not drawn)	-4.2%	18.0	5.5%	5.7%	-3.0%	1.4%	6.0	i	5.8%
Cc1cc(C(F)(F)F)nc(SCC(=O)Nc2ccccc2)n1	-8.1%	4.0	-3.9%	0.2%	5.5%	0.2%	2.0	i	-8.0%

Other entries follow:
SMILES	HPDE-C7 cytotoxicity	Spn PMK inh	HPDE-C7K KRASV12	TNAP inhibition	HT1080 cytotoxicity	LYP inhibition	MK inhibit	Spn DPM-DC inh	Bfl-1 inhibitors	others
COc1ccc(CNC(=O)CS(=O)Cc2nc(-c3ccc(C)cc3)oc2C)cc1 (stereo not drawn)	-1.7%	14.0	9.3%	3.6%	-3.4%	-0.6%	1.0	i	-5.2%
CN(CC1CCCO1)S(=O)(=O)c1ccc(C(=O)Nc2nc3cc4c(cc3s2)OCO4)cc1 (stereo not drawn)	-7.8%	13.0	-1.6%	8.5%	5.7%	-5.5%	6.0	i	2.3%
Oc1ccccc1C1=Nc2ncnn2C(c2ccccc2)C1 (stereo not drawn)	-13.9%	3.0	-22.0%	-5.0%	20.0%	-1.9%	5.0	i	-6.3%
COC(=O)c1cc2c([nH]c3ccccc32)c(C)n1	-6.9%	14.0	4.0%	2.3%	10.4%	8.0%	0.0	.	0.2%
CCCOc1ccc2oc(=O)c3c(c2c1)CCCN3C(=O)CN1CCCC(C(=O)OCC)C1 (stereo not drawn)	9.0%	9.0	7.4%	5.4%	6.4%	13.2%	15.0	i	-8.9%
COc1ccc(OC)c(N/C(=N\c2nc(C)cc(C)n2)NC(=O)c2ccco2)c1	-5.6%	7.0	-9.4%	9.3%	33.4%	-3.0%	7.0	i	4.3%
Cc1cccc2cc(C(c3nnnn3Cc3ccccc3)N3CCN(C)CC3)c(=O)[nH]c12 (stereo not drawn)	-15.4%	15.0	-12.6%	4.0%	-3.2%	-17.9%	9.0	i	-6.3%
CCOC(=O)N1CCN(C(=O)Nc2ccc3oc(C)nc3c2)CC1	4.7%	10.0	10.5%	15.6%	-2.7%	-8.2%	1.0	i	-4.1%	Spn PMK inh pilot replicates=2.0;MK inhibit pilot replicates=0.0;Spn DPM-DC inh pilot screen %=0.0
CCS(=O)(=O)N1CCC(C(=O)OCC(=O)c2ccc(Br)cc2)CC1	-14.1%	11.0	-15.9%	6.8%	-9.1%	5.7%	0.0	i	-2.9%
C=CCN1C(=O)C(O)(CC(=O)c2ccc(-n3cccc3)cc2)c2ccccc21 (stereo not drawn)	-14.3%	0.0	-17.9%	9.1%	-38.2%	9.7%	2.0	i	-8.0%
CC1=C(C(=O)N(C)CCC#N)C2(CCCCC2)OC1=O	1.9%	0.0	5.9%	-0.3%	-7.5%	5.4%	0.0	i	3.4%
Nc1ncnc2nc(SCCN3CCCCC3)[nH]c12	3.3%	1.0	9.3%	42.3%	2.8%	19.5%	0.0	i	-2.1%	Spn PMK inh pilot replicates=7.5;MK inhibit pilot replicates=0.5;Spn DPM-DC inh pilot screen %=0.0
CCc1ccccc1N1CCN(S(=O)(=O)c2cc(OC)ccc2OC)CC1	.	5.0	.	3.8%	-3.2%	2.2%	9.0	i	-2.8%
CCOc1ccc(NC(=O)c2ccc3c(c2)N(Cc2ccc(F)cc2)C(=O)CS3=O)cc1 (stereo not drawn)	-0.3%	0.0	1.2%	14.5%	2.3%	12.1%	6.0	i	-7.1%	Spn PMK inh pilot replicates=1.5;MK inhibit pilot replicates=0.0;Spn DPM-DC inh pilot screen %=0.5
Fc1c(F)c(C(F)(F)F)c(F)c(F)c1N1CCN(c2ccc3nnc(C(F)(F)F)n3n2)CC1	-2.4%	0.0	-8.9%	5.5%	0.2%	0.6%	0.0	i	-1.1%
Cc1cccc(OCCCn2ccnc2)c1	-24.5%	0.0	-16.3%	-0.1%	1.4%	-10.6%	6.0	i	-0.8%
O=C(c1cccc(F)c1)N1CCN(Cc2ccco2)CC1	-21.3%	3.0	-13.4%	3.9%	5.1%	-1.2%	44.0*	i	5.1%
O=c1cc(CNC2CCCCC2)c2ccccc2[nH]1	-0.2%	0.0	4.4%	-1.4%	5.4%	.	7.0	i	0.5%
CC1CCc2c(sc(NC(=O)c3ccc(Cn4cc(Br)cn4)o3)c2C(N)=O)C1 (stereo not drawn)	1.6%	0.0	-6.3%	8.2%	2.3%	9.2%	9.0	.	5.3%
COc1ccccc1CNC(=O)Cn1cc2c(n1)CCCC2	-7.9%	0.0	1.5%	10.2%	-10.0%	8.1%	0.0	i	-5.6%
OC(Cn1nnc2ccccc21)Cn1c(C(F)(F)F)nc2ccccc21 (stereo not drawn)	-16.8%	23.0	-3.0%	7.9%	-1.0%	.	0.0	i	1.0%
CCCN(CCC)CCCNC(=O)CC(C(=O)N1CCc2ccccc21)n1ccnc1 (stereo not drawn)	-32.1%	17.0	-13.6%	-1.6%	3.7%	-2.0%	0.0	i	-7.3%

Retrieved by compound from the entries so far (two):
SMILES	HPDE-C7 cytotoxicity	Spn PMK inh	HPDE-C7K KRASV12	TNAP inhibition	HT1080 cytotoxicity	LYP inhibition	MK inhibit	Spn DPM-DC inh	Bfl-1 inhibitors	others
C=CCN1C(=O)C(O)(CC(=O)c2ccc(-n3cccc3)cc2)c2ccccc21 (stereo not drawn)	-14.3%	0.0	-17.9%	9.1%	-38.2%	9.7%	2.0	i	-8.0%
Cc1cccc2cc(C(c3nnnn3Cc3ccccc3)N3CCN(C)CC3)c(=O)[nH]c12 (stereo not drawn)	-15.4%	15.0	-12.6%	4.0%	-3.2%	-17.9%	9.0	i	-6.3%

Hits appear at their usual frequency; any-hit rate near 3.5%.
